Phagocyt inh: inhibitors of macrophage phagocytosis, primary screen, imaging, J774A.1 cells, IgG beads; 0.07% of 110,000 active; J774A.1 macrophage IgG-bead phagocytosis; inhibition, % at 5 µM;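 active means inhibition above the mean of the plate negative controls plus 5 SD, cut at about 13% in these data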;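 further: phagocytic index as fraction of beads internalized from green versus red external bead signal; plate controls were DMSO negative control for no effect and cytochalasin-D positive control for full effect; some results beyond the cut were filed as inactive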
MRP1 act: H69AR viability gain despite doxorubicin, primary screen, MRP-1 activator project, H69AR cells, CellTiter-Glo; viability rescue; viability increase, % at 10 µM; 0.61% of 140,000 active; AID 799, 2007;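 active means viability gain under doxorubicin at or above a set limit, the compound median plus 3 SD, cut at about 4.7% in these data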;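 further: MRP-1 overexpressing cells given doxorubicin 25 µM after compound pretreatment; 18-22 h compound pretreatment then 72 h with doxorubicin before readout; 0% = doxorubicin-only wells and 100% = vehicle-treated cells without doxorubicin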
NPY-Y2 antag: NPY-Y2 receptor antagonists, primary screen, cell-based; Neuropeptide Y receptor type 2 (Homo sapiens), P49146; NPY-Y2 expressing cells, antagonist mode; inhibition, % at 2.7 µM; 0.99% of 140,000 active; in the data active means inhibition above about 17%;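 further: 0% = vehicle with agonist challenge and 100% = reference antagonist with challenge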
Target sequence (P49146 whole entry, looked up): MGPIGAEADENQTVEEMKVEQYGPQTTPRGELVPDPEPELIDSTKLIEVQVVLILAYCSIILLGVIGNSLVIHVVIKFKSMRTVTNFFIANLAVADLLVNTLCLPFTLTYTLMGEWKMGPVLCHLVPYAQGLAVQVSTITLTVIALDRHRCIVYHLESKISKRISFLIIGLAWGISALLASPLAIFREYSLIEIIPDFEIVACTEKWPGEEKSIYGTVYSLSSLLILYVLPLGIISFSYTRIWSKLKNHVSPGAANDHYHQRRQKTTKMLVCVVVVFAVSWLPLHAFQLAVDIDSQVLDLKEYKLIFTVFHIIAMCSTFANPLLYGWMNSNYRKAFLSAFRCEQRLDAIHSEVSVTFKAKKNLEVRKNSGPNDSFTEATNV
GALR2 antag: GALR2 antagonists in receptor-expressing cells, primary screen | inhibition, % at 4 µM | AID 828, 2007 | 0.39% of 140,000 active | Galanin receptor type 2 (Homo sapiens), O43603 | antagonist mode; in the data active means inhibition above about 27%;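 further: cells stimulated with galanin 1-16 at roughly its EC80; 0% = agonist challenge control and 100% = basal control without agonist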
Target sequence (O43603 whole entry, looked up): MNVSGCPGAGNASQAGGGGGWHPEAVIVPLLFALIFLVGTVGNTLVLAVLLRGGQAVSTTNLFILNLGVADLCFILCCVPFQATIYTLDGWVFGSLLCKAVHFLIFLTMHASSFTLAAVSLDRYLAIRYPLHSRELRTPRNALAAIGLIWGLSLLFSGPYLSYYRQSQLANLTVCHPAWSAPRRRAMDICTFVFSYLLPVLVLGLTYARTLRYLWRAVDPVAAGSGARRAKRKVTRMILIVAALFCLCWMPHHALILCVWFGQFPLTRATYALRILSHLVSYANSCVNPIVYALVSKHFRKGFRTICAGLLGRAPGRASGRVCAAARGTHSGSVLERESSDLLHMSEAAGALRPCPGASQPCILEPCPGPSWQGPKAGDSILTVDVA
Yeast life ext: compounds extending yeast replicative lifespan, primary screen, S. cerevisiae, OD615; S. cerevisiae growth with nicotinamide; deaD strain in restrictive glucose medium; inhibition of the nicotinamide effect, % at 10 µM; 0.68% of 130,000 active;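 active means inhibition above a set limit, placed 3 SD over the median of all compounds, cut at about 26% in these data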;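 further: 0% = nicotinamide-treated wells and 100% = cells grown without nicotinamide; some compounds called inactive have numbers as strong as hits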
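System: DeaD-strain S. cerevisiae / Buffer or medium: CSMM-D, restrictive glucose (dextrose) synthetic minimal medium / Probe or stimulus: nicotinamide, 1.5 mM, co-present with compound / Compound: one concentration, 10 µM, DMSO 0.25% / Incubation: 48 h compound exposure at 30 °C, humidified / Technique: optical density (absorbance) at 615 nm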
Measles CPE: compounds protecting cells from measles virus cytopathic effect, primary screen, measles RdRp inhibitor project, single point, MLSMR library, absorbance; 1.5% of 140,000 active; protection (pct of control), % at 4 µM; Measles virus-infected cells, CPE protection; in the data active means protection mostly above about 24%, no sharp cut-off; inactive means mostly below about 26%; further: some compounds called inactive have numbers as strong as hits
E-sel TNF inh: E-selectin induction blockers in HUVEC – imaging, immunofluorescence, high content, primary screen; 0.71% of 120,000 active; AID 1246, 2008; inhibition, % at 2 µM; HUVEC TNFa-induced E-selectin immunofluorescence;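 active means inhibition above the batch mean plus 3 SD, and confirmed as a hit on visual image review, cut at about 43% in these data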;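 further: 0% = TNF-stimulated DMSO wells and 100% = unstimulated control wells; not every result past the cut was called active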
PTEN del growth: growth suppression of PTEN-null HCT116, primary screen, cell-based, CellTiter-Glo. HCT116 PTEN-null viability, 60 h; active compounds read low. viability, % at 10 µM. 1.2% of 140,000 active. AID 827, 2007;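 active means viability at or below a set limit, 4 SD under the median of all tested compounds, cut at about 3.7% in these data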;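 further: PTEN knockout HCT116 line with beta catenin targeted HCT116 as companion control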
BB579 growth dn: growth inhibitors of yeast BB579 in restrictive medium, primary screen, yeast lifespan-shortening project, S. cerevisiae. OD615, 48 h. inhibition, % at 10 µM. 0.51% of 140,000 active. AID 804, 2007;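 active means inhibition above a set limit, 3 SD over the mean compound inhibition, cut at about 44% in these data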; further: inactives centre near -24
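Test system: S. cerevisiae DeaD strain BB579 yeast; Medium: restrictive CSMM-D medium; Compound: one dose, 10 µM compound with 0.25% DMSO; Incubation: 4 h cell preincubation, 48 h compound exposure, 30 °C humidified; Signal: OD at 615 nm; Benchmarks: amphotericin B at 10 µg/mL as positive control.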
HCT116 bCat-KO: primary screen for growth suppressors in beta-catenin knockout HCT116 cells (colon tumor, human); AID 818, 2007; 1.5% of 140,000 active; HCT116 beta-catenin knockout viability, CellTiter-Glo, 60 h; active compounds read low; viability, % at 10 µM;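 active means viability at or under a set limit, the compound median less 4 SD, cut at about 6% in these data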;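 further: 0% = Hyamine 1622 control at 20 µM and 100% = untreated cell control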
Active calls of the source: *; nt = not tested or not shown.

Each structure is followed by: Yeast life ext, BB579 growth dn, NPY-Y2 antag, MRP1 act, PTEN del growth, GALR2 antag, HCT116 bCat-KO, Measles CPE, Phagocyt inh, E-sel TNF inh
COc1ccc2c(c1)c(=O)cc(-c1ccccc1)n2C
→ nt, 6, 2, -1.9, 90, -9, 81, 6, nt, 15
Cc1nn(C)c(C(=O)N2CCN(C(=O)c3ccco3)CC2)c1[N+](=O)[O-]
→ -1, -1, -1, -0.2, 99, 9, 98, 13, -2, nt
COc1ccc(CC(=O)Nc2ccc(C(=O)NCC(C)C)cc2)cc1
→ -5, -32, 0, -1.7, 84, 11, 80, 2, -2, 2
O=C(c1ccc(Cl)cc1)[C@@H]1[C@@H]2C(=O)N(c3cccc4ccccc34)C(=O)[C@@H]2C2c3ccccc3C=NN21 (some centres undefined)
→ 1, -43, 1, -2.3, 73, -10, 82, 18, -1, nt
O=C(C1CCCN(S(=O)(=O)c2ccccc2)C1)N1CCCc2ccccc21 (centres undefined)
→ -8, -19, 5, -2.3, 87, -2, 81, 5, nt, -10
O=C1c2[nH]nc(-c3ccccc3O)c2C(c2ccccc2)N1Cc1ccco1 (centres undefined)
→ -5, 3, 4, -6.1, 76, 11, 81, 6, -1, 14
CCOc1ccccc1N1CC(C(=O)N2CCc3ccccc3C2)CC1=O (centres undefined)
→ -13, -18, 2, -2.8, 79, 7, 74, 1, nt, -14
CCC(=O)NC(c1cccs1)c1cc([N+](=O)[O-])c2cccnc2c1O (centres undefined)
→ 1, 26, 3, -1.9, 5, -9, 3.0*, 9, -6, nt
CCCn1c(C)cc(/C=C(\C#N)C(=O)OCC(=O)NC(=O)NCC)c1C
→ -2, -15, 5, -3.0, 95, -7, 89, 3, 0, -15
Cc1cccc(C(=O)NCCc2csc(C)n2)c1
→ -12, -24, 1, -0.7, 111, 8, 103, 16, 0, nt
c1ccc2c(c1)C(=NC1CCCCC1)NC2=NC1CCCCC1
→ -10, -35, 7, -6.8, 1.9*, -13, 5.6*, 7, 6, -14
Cc1ccc2cc(CN(CC3CCCO3)C(=O)NC3CCCCC3)c(=O)[nH]c2c1C (centres undefined)
→ -7, -27, 2, 0.2, 81, 10, 85, 3, 4, -23
Clc1ccc(Cl)c2sc(N3CCCC3)nc12
→ -7, -9, 0, -0.1, 99, -3, 101, 6, 3, nt
COc1cccc(N2CCN(C(=O)c3cccnc3)CC2)c1
→ -19, 1, 2, -0.5, 116, 8, 106, 5, 4, -23
N#CCSc1nnc(-c2ccccc2O)n1CCc1ccccc1
→ 0, -35, -1, -1.3, 97, 7, 90, 11, -2, nt
CC1(C)CC(=O)C2=C(C1)OC(c1cccs1)C(C#N)=C2N (centres undefined)
→ 5, -34, 1, -1.2, 87, 4, 84, 13, nt, -7
CCN(CCO)Cc1csc2ccccc12
→ 6, -9, 1, -2.5, 88, -7, 93, 15, -6, nt
c1ccc(CN2CCN(c3nc(NCc4ccco4)c4ccccc4n3)CC2)cc1
→ -7, -1, 28*, -2.4, 6, -4, 8, 16, -2, -18
CCCC(c1nnnn1C1CCCCC1)N1CCN(c2ncccn2)CC1 (centres undefined)
→ 9, -33, 0, -1.0, 101, 1, 90, 9, 0, 18
COC(=O)/C(=C\Nc1ccc(Cl)cc1Cl)NC(=O)c1ccccc1
→ -19, -31, 5, 1.1, 56, -29, 68, 8, 1, nt
Cc1ccc(C23CC4CC(CC(NC(=O)NC(C)(C)CO)(C4)C2)C3)cc1
→ 1, -25, 2, -4.1, 92, -6, 84, 5, 0, nt
CCOC(=O)c1cc2ccc(OC)cc2oc1=O
→ -12, 16, 1, -2.0, 102, -2, 98, 2, nt, -39
O=C(CSc1ccc(Cl)cc1)NC1CCCC1
→ -4, -5, 0, -0.1, 87, 0, 78, 5, 0, 4
O=C(Nc1cc(C(F)(F)F)ccc1N1CCOCC1)c1cccs1
→ -11, -4, 8, -1.0, 76, 2, 80, 4, -1, 29
Cc1cc(C)c2c(=O)n(-c3ccccc3)[nH]c2n1
→ nt, -17, 2, 2.4, 97, 10, 94, 8, 2, -43
CC1CCc2cc(F)ccc2N1C(=O)CN1C(=O)c2ccccc2C1=O (centres undefined)
→ 20, -17, 5, 0.2, 104, -6, 99, 11, 0, 7
COC(=O)c1ccc2c(c1)NC(=O)C(N1CCCCC1)S2 (centres undefined)
→ -5, -19, -2, -3.5, 74, -3, 91, 17, 1, 14
Cc1ccc(OCC(=O)N/N=C\c2c(C)n(C)c3ccccc23)c([N+](=O)[O-])c1
→ -4, -21, -1, -4.9, 27, 7, 31, 6, nt, -42
CC(C)(C)c1cc(CNC2CS(=O)(=O)C[C@@H]2O)cc(C(C)(C)C)c1O (some centres undefined)
→ 16, -82, -2, -0.5, 106, -17, 100, 5, 3, 1
COc1cc(C(C(=O)NC2CCCCC2)N(C(=O)Cc2c[nH]c3ccccc23)c2ccc(C)cc2)cc(OC)c1OC (centres undefined)
→ -2, 3, -3, -3.5, 57, -4, 54, 22, -9, -11
COc1cc(C)ccc1NC(=O)c1ccc(S(=O)(=O)N2CCOCC2)cc1
→ 11, -37, 5, -2.4, 95, 4, 84, 5, nt, 5
COc1ccc2[nH]c(=S)[nH]c2c1
→ -4, 8, 3, -0.9, 78, -2, 76, 8, -1, nt
CCOc1cccc(-c2cc(=O)[nH][nH]2)c1
→ -6, -29, 1, -2.9, 99, -8, 95, 22, nt, -12
Cc1ccc2nc(NCc3ccccc3)c(C=NCc3ccccc3)c(=O)n2c1
→ 1, -23, 3, -1.0, 94, -3, 85, 4, -1, 11
CCOC(=O)C1CCN(C(=O)c2ccc(OC)cc2OC)CC1
→ -2, -7, 5, -0.8, 101, -3, 103, 10, 0, -13
CC(C)c1nnc(NC(=O)c2sc3ccccc3c2Cl)s1
→ -17, -9, 2, 0.4, 98, 6, 84, 1, nt, 22
COc1ccc(S(N)(=O)=O)cc1C(=O)NCCCN1CCN(c2cccc(Cl)c2)CC1
→ -7, -22, 2, -3.1, 78, 8, 86, 2, nt, -14
COc1ccc(/C=C2/SC(=O)N(CCC(=O)Nc3ccccc3)C2=O)cc1OC
→ -1, -7, 1, -3.1, 86, 1, 85, 3, -8, nt
C=CCNC(=O)c1cc(=O)c2ccccc2o1
→ -10, 1, 0, -1.6, 89, -1, 93, 22, -3, nt
CNC(=S)NNC(=O)c1cccn(Cc2cccc(Cl)c2)c1=O
→ -11, -4, -1, -4.0, 93, 5, 101, 1, nt, 10
COc1ccc(C(=O)/C=C/Nc2ccc(NC(C)=O)cc2)cc1OC
→ -26, 17, 5, -3.5, 95, -2, 91, 4, nt, -34
COC(=O)c1[nH]c(C)c(/C(O)=C2\C(=O)C(=O)N(CCN3CCOCC3)C2c2cccs2)c1C (centres undefined)
→ nt, -41, nt, -0.3, 89, nt, 80, 5, -1, nt
C=CCn1c(C(C)NC(=O)c2ccccc2)n[nH]c1=S (centres undefined)
→ -2, -31, -1, -1.7, 88, 1, 85, 2, -4, 8
CC1(C)OC(C(=O)NC2CCCCC2)C(C(=O)NC2CCCCC2)O1 (centres undefined)
→ -14, -64, 0, -1.0, 105, 0, 102, nt, nt, -18
CCc1ccc(NC(=O)COC(=O)/C(=C/c2ccccc2OC)c2ccccc2)cc1
→ -6, -29, 4, 2.0, 91, -1, 84, 5, 6, -39
CSc1nc2sc3c(c2c(=O)n1C)CCC(C)C3 (centres undefined)
→ -4, -28, -2, -1.6, 91, 3, 86, 18, nt, -28
CC(C)CNC(=O)c1ccccc1NC(=O)CSCc1ccccc1
→ -9, -27, 2, -1.6, 82, -5, 66, 6, 1, 3
CC(=O)C(C)Oc1ccc2c3c(c(=O)oc2c1C)CCCC3 (centres undefined)
→ -32, -29, 3, 1.4, 76, -10, 70, 3, 0, -19
Cc1cc(C)c(OCC(=O)N/N=C/c2ccc3c(c2)OCO3)c(C)c1
→ 0, -9, 15, -2.1, 35, 4, 32, 3, -7, nt
O=C(Nc1ccc2oc(-c3cccnc3)nc2c1)c1ccc(Br)o1
→ -14, -48, 3, -0.2, 97, 6, 103, 13, -1, -5
CCCCn1c(N)c(Sc2ccc(C)cc2)c(=O)[nH]c1=O
→ -10, -74, 2, -0.4, 116, -1, 104, 8, -1, -31
CC1CCN(c2cc(N3CCN(C(=O)c4ccc(F)c(F)c4)CC3)c([N+](=O)[O-])cc2F)CC1
→ -2, -58, 4, -2.5, 65, -12, 69, 4, -9, -6
CC(C)NC(=O)CSCc1ccccc1Cl
→ -9, -60, 0, 0.6, 103, 4, 100, 5, -1, -3
Clc1ccccc1OCCCCN1CCCC1
→ -1, -23, 5, -3.2, 88, -5, 92, 29, nt, -1
N#CC1=C(O)CCCn2c1nc1ccccc1c2=O
→ -12, -22, -2, -3.2, 94, -4, 105, 5, nt, -13
CCOC(=O)Cn1nc(CC)c2ccccc2c1=O
→ -9, -25, 1, -1.6, 89, 7, 89, 3, nt, -11
CCOc1ccc(C2CC(c3cccc(OC)c3)n3nc(N)nc3N2)cc1 (centres undefined)
→ -6, -18, 1, -0.2, 100, 8, 88, 13, -1, 4
COc1ccc(OCC(=O)NNc2c3ccccc3nc3ccccc23)cc1
→ -5, -20, -1, -0.7, 51, 2, 55, 12, 0, 20
